CAL PDZ FP-1 = inhibitors of human CAL PDZ peptide binding. Q9HD26. purified CAL PDZ, TMR-peptide fluorescence polarization, 1 h. inhibition, % at 20 µM. 330,000 tested, 0.02% active. AID 504414;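 active means highest replicate inhibition of at least 40%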;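 further: plate controls were DMSO neutral control wells for no effect and unlabeled competitor peptide control wells for full effect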
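material = purified tagged CAL PDZ domain construct (CerCALP) | compound dosing = 20 µM, one dose | times = 1 h at RT | measured by = fluorescence polarization from S- and P-plane intensities, G-factor corrected | read-out = inhibition from polarization loss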
DAGLB inh = blocks human DAGLB lipase activity | Q8NCG7 | HEK293T DAGLB membrane lysate, EnzChek fluorogenic substrate | inhibition, % at 5.17 µM | 340,000 tested, 0.059% active | AID 504411; in the data active means inhibition above about 34%;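 further: 0% = enzyme with vehicle and 100% = wells lacking enzyme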
NSD2 inh = inhibitors of human histone methyltransferase NSD2; 310,000 tested, 0.54% active; inhibition, % at 12.5 µM; NSD2 peptide methylation, AlphaScreen, 120 min; AID 743445; O96028; in the data active means inhibition above about 50%
Target sequence (O96028 whole entry, looked up): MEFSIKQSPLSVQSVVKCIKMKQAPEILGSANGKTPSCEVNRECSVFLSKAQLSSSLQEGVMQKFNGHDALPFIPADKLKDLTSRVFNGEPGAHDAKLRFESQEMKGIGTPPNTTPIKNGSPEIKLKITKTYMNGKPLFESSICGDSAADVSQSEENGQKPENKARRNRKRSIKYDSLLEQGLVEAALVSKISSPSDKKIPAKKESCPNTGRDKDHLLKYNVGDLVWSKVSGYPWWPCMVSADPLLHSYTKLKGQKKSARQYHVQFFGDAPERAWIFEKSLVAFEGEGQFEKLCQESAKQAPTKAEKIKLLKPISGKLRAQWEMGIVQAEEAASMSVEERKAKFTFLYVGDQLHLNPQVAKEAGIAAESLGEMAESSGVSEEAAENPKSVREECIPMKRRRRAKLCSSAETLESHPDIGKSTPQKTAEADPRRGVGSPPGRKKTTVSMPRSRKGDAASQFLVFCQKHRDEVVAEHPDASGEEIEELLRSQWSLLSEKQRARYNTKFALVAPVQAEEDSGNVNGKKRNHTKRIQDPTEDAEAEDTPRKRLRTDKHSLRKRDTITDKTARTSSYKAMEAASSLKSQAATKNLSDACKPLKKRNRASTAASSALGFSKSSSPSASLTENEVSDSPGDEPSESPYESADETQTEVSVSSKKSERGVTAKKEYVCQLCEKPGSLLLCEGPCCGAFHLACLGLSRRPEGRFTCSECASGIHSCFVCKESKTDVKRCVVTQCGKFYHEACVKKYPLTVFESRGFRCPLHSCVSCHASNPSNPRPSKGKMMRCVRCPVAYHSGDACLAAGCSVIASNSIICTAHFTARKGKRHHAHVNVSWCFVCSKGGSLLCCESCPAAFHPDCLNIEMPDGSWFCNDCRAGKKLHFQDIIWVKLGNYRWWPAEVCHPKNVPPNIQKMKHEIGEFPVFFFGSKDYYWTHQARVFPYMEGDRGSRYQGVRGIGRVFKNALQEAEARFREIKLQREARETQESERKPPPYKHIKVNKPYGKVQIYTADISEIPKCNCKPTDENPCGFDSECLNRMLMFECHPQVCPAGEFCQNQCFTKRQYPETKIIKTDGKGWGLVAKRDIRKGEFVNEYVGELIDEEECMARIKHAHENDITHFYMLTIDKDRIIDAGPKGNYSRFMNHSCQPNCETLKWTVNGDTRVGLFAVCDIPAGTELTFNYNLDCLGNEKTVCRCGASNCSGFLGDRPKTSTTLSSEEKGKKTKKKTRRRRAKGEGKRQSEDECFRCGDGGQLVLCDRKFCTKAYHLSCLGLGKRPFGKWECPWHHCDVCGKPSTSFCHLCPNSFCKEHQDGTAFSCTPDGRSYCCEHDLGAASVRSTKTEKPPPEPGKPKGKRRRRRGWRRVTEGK
Arrestin-AP2 inh = inhibitors of human beta-arrestin and AP2 interaction; FITC-arrestin peptide / GST-AP2 beads, flow cytometry; AP2 beta2 appendage carries R879A mutation; inhibition, % at 10 µM; 340,000 tested, 0.31% active;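 active means inhibition above a set limit, near 3 SD of compounds lacking own fluorescence, cut at about 54% in these data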;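 further: plate controls were DMSO wells for no effect and 5 µM unlabelled arrestin peptide for full effect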
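system = GST-tagged AP2 beta2-adaptin appendage (R879A) on 4 µm glutathione beads | reagent = FITC-labelled arrestin peptide probe, 50 nM final | schedule = compound with beads 12 min RT, then probe 1 h RT | signal = HyperCyt-sampled flow cytometry, FL1 channel, ex 488/em 535 nm | read-out = percent response from loss of bead-bound FITC fluorescence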
RTF Ca sens inh = cardiac RTF calcium desensitization | P19429+P45379 | IANBD-labeled cardiac RTF, Ca2+ fluorescence | inhibition, % at 7.15 µM | 340,000 tested, 0.12% active | AID 493244;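 active means inhibition above the mean inhibition of all tested compounds plus 3 SD, cut at about 17% in these data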;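 further: assay run at fixed EC70 calcium of 1.6 mM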
CAL PDZ FP-2 = blocks peptide binding to the human CAL PDZ domain; Q9HD26; purified CAL PDZ, TMR-peptide fluorescence polarization, 1 h; inhibition, % at 24.9 µM; 300,000 tested, 0.92% active; AID 602252;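 active means mean inhibition of at least 30% with at least half of replicates also reaching 30%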;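 further: 0% = DMSO neutral control and 100% = excess unlabeled competitor peptide PRC23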
V-ATPase pH = regulators of yeast V-ATPase proton transport. response, % at 10 µM. 350,000 tested, 0.37% active. S. cerevisiae, pHLuorin cytosolic pH fluorescence; in the data active means response mostly above about 7.3%, no sharp cut-off; inactive means mostly below about 5.4%; further: actives read high; inactives centre near 0; some compounds called inactive have numbers as strong as hits; reference of the scale not given here
C-LANA FP = KSHV C-LANA DNA binding inhibition | MBP-C-LANA/FAM-LBS DNA binding, fluorescence polarization | inhibition, % at 9 µM | 340,000 tested, 0.078% active;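 active means highest replicate inhibition at or above 60% at 9 µM, even if other replicates fall short; inactive means all replicates below 60% inhibition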;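 further: 0% = neutral control wells and 100% = 4 µM acridine orange control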
DSG3 Ab inh = blocks pemphigus antibody binding to human desmoglein-3. 310,000 tested, 0.48% active. P32926. DSG3-coupled beads, scFv-anti-DSG3-GFP binding, flow cytometry; stronger effect = lower value. binding (percent of control), % at 10 µM;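 active means binding more than 3 SD below its plate's average and above zero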;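 further: hits lower antibody fragment binding to DSG3; some compounds called inactive have numbers as strong as hits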
Keap1-Nrf2 PPI = inhibitors of human Keap1-Nrf2 protein-protein interaction | Q14145 | Keap1 Kelch-Nrf2 peptide fluorescence polarization, 1536-well | inhibition, % at 9.4 µM | 340,000 tested, 0.15% active; in the data active means inhibition above about 12%;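 further: human Keap1 Kelch domain with fluorescein labeled Nrf2 9mer peptide probe; 0% = neutral control wells and 100% = peptide positive control; higher means more block of Keap1 binding to Nrf2 peptide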
An asterisk follows results filed as active; . = not tested or not shown. Not all compounds are listed; rates above refer to the full screens.

Start of the data: the first 4 entries, to show the layout:
SMILES | CAL PDZ FP-1 | DAGLB inh | NSD2 inh | Arrestin-AP2 inh | RTF Ca sens inh | CAL PDZ FP-2 | V-ATPase pH | C-LANA FP | DSG3 Ab inh | Keap1-Nrf2 PPI
CCCC(=O)Nc1nc(-c2ccc3c(c2)OCCO3)cs1 | -4.6 | -1 | . | 10 | -10 | . | 0 | 0.7 | 97 | -3
Cc1c(N2CCCCC2)[nH]c2ccccc12 | . | -5 | -2 | . | . | . | 1 | . | 97 | .
O=C(COc1ccc(Cl)cc1Cl)N1CCCN(C(=O)COc2ccc(Cl)cc2Cl)CC1 | . | 1 | -1 | 2 | 0 | 0 | -1 | -1.2 | 109 | -7
COc1ccc(OCC(=O)N2CCN(C(=O)c3cccs3)CC2)cc1 | -1.9 | 2 | -7 | 9 | -5 | -1 | -3 | 0.0 | 71 | -3

The whole of this part (from the top)
SMILES | CAL PDZ FP-1 | DAGLB inh | NSD2 inh | Arrestin-AP2 inh | RTF Ca sens inh | CAL PDZ FP-2 | V-ATPase pH | C-LANA FP | DSG3 Ab inh | Keap1-Nrf2 PPI
CCCC(=O)Nc1nc(-c2ccc3c(c2)OCCO3)cs1 | -4.6 | -1 | . | 10 | -10 | . | 0 | 0.7 | 97 | -3
Cc1c(N2CCCCC2)[nH]c2ccccc12 | . | -5 | -2 | . | . | . | 1 | . | 97 | .
O=C(COc1ccc(Cl)cc1Cl)N1CCCN(C(=O)COc2ccc(Cl)cc2Cl)CC1 | . | 1 | -1 | 2 | 0 | 0 | -1 | -1.2 | 109 | -7
COc1ccc(OCC(=O)N2CCN(C(=O)c3cccs3)CC2)cc1 | -1.9 | 2 | -7 | 9 | -5 | -1 | -3 | 0.0 | 71 | -3
CCOC(=O)C1(Cc2cccc(OC)c2)CCN(CC=C(C)C)CC1 | -1.7 | 0 | -3 | -2 | -18 | 0 | 0 | 0.8 | 95 | 1
O=S(=O)(NCc1c(Cl)cccc1Oc1ccccc1)c1ccc(F)cc1 | 0.1 | -5 | -1 | 9 | -2 | 10 | 0 | -0.7 | 109 | 6
COCCN(C(=O)COC(=O)c1oc2ccc(OC)cc2c1C)c1c(N)n(Cc2ccccc2)c(=O)[nH]c1=O | -4.1 | 0 | 30 | 7 | -3 | -6 | 2 | -1.6 | 101 | -4
CC1CCCCC1NC(=O)c1ccc(S(=O)(=O)NCc2ccco2)cc1 (configuration not stated) | -2.8 | -2 | -2 | -6 | -22 | 0 | 1 | -0.8 | 86 | -4
CCN(CC)CCNC(=O)Cn1cnc2sc(C)c(S(=O)(=O)N3CCN(c4ncccn4)CC3)c2c1=O | 0.6 | -1 | -2 | 14 | -3 | 0 | -1 | 0.2 | 101 | -3
O=C(CSc1nnnn1C1CC1)N1CCN(c2ccccc2F)CC1 | -3.4 | 2 | . | -2 | -3 | -3 | 3 | -2.5 | 110 | -7
CC(=O)Nc1ccc(OC(=O)c2cccnc2)cc1 | 1.1 | -1 | 0 | -5 | -9 | -3 | -5 | -0.4 | . | 1
O=C(N/N=C/c1ccccc1Cl)c1nc2ccc([N+](=O)[O-])cc2c(=O)[nH]1 | -3.3 | 5 | 38 | 33 | -3 | -5 | 1 | 0.8 | 101 | 0
O=S(=O)(Oc1ccccc1C(=S)N1CCOCC1)c1ccc(Cl)cc1 | -2.5 | -2 | 4 | 20 | 1 | 1 | -3 | 0.3 | 96 | 0
Cc1ccc(NC(=O)c2nccnc2C(=O)O)cc1C | -0.8 | 1 | . | -1 | 1 | . | -1 | 1.6 | 96 | -2
CN1C(=O)/C(=N/OC(=O)c2ccccc2)c2ccccc21 | -0.5 | 2 | . | 20 | -3 | -4 | -2 | 0.9 | 100 | -2
O=C(c1ccccc1)C1CN(Cc2ccccc2)CCC1(O)c1ccccc1 (configuration not stated) | -0.7 | -5 | -2 | 19 | -16 | -5 | -1 | -0.4 | 103 | -5
CCCCn1c2c(cc(C(=O)OC)c1=O)C(=O)CCC2 | 0.4 | 0 | . | -3 | -11 | 0 | 0 | 2.7 | 103 | 1
CCC(=O)Nc1c(C#N)c2nc3ccccc3nc2n1-c1ccccc1C | -0.6 | -2 | 16 | -9 | -16 | -2 | 4 | 1.4 | 93 | 1
CC(=O)Nc1ccc(S(=O)(=O)NNC(=O)CCc2ccccc2)cc1 | -0.9 | 2 | 4 | 7 | 2 | 3 | -2 | -1.1 | . | -9
CC(C)CC1=NN(C(=O)c2ccco2)C(O)(C(F)(F)F)C1 (configuration not stated) | 0.5 | -2 | 0 | -9 | -3 | -3 | -1 | -1.8 | 105 | 3
O=C(NCc1ccco1)C(c1ccccc1)N(C(=O)Cc1cccs1)c1cccnc1 (configuration not stated) | -0.5 | 1 | 1 | 8 | -31 | -1 | -1 | 0.4 | 95 | -2
CCOc1ccccc1C(=O)NN1CCOCC1 | -2.6 | -1 | . | -9 | -5 | -3 | -4 | -0.5 | . | -3
CCc1nnc(NC(=O)c2ccc(-c3cccc(C(F)(F)F)c3)o2)s1 | -1.9 | 1 | -2 | -3 | 0 | 0 | 2 | 0.6 | 106 | 2
COc1ccc(CCNC(=O)C2CC(=O)N(c3ccc(C(C)(C)C)cc3)C2)cc1OC (configuration not stated) | -0.9 | -2 | 0 | -19 | -4 | . | -5 | -1.0 | 103 | -5
COc1ccc(/C=N/NC(=O)c2cccc(NC(=O)c3ccc(F)cc3)c2)c(C(=O)O)c1OC | -4.0 | -2 | -4 | 34 | -4 | -6 | -2 | 0.4 | 100 | 0
COc1ccccc1CC(O)CC1c2c(cc3c(c2OC)OCO3)CCN1C (configuration not stated) | -1.5 | -3 | 1 | 19 | 1 | 4 | 0 | -0.3 | 94 | -2
CCOc1c2ccc(C(=O)NCc3ccco3)cc2nn1CC | -2.1 | -2 | . | -3 | 7 | 0 | -1 | 0.6 | 98 | -2
N#CCCN(C(=O)COC(=O)CCC(=O)c1ccc(F)cc1)c1ccccc1 | -0.1 | -1 | -3 | -2 | -11 | 2 | -2 | 0.1 | . | -3
CCc1cc(=O)oc2cc(C)cc(OCC(=O)NC(Cc3c[nH]c4ccc(O)cc34)C(=O)O)c12 (configuration not stated) | -0.2 | 2 | . | -5 | -2 | -1 | 1 | 4.6 | 102 | 0
O=C(O)c1ccc(NC(=O)c2cn(-c3ccccc3)nc2-c2ccc(Br)cc2)cc1 | -3.8 | 3 | -2 | -4 | -2 | -7 | 1 | 1.2 | 103 | 0
COc1cccc(C(=O)NC(=O)Nc2cc(C)[nH]n2)c1 | -3.3 | -2 | -2 | 3 | -15 | -3 | 11 | -0.3 | 99 | 1
CN(C(=O)COC(=O)c1n[nH]c2ccccc12)C1CCS(=O)(=O)C1 (configuration not stated) | -2.1 | 1 | -1 | 1 | -14 | -2 | 2 | -1.5 | 94 | -6
Nc1ncnc2c1ncn2[C@@H]1O[C@H](CNCc2ccccc2OC2OC(CO)C(O)C(O)C2O)[C@@H](O)[C@H]1O (some centres not stated) | 0.5 | 0 | . | -2 | -5 | 0 | -1 | 2.1 | 99 | -4
COc1ccc(CNc2ccc3c(c2)ncn3C)cc1OC | . | 1 | 26 | 23 | -9 | -3 | 1 | -1.9 | 99 | 0
CC(Sc1nc2ncc(Cl)cc2[nH]1)C(=O)c1c(N)n(C)c(=O)n(C)c1=O (configuration not stated) | -3.6 | 4 | 30 | -2 | -4 | -1 | -2 | -0.5 | 97 | 0
O=C(NCc1ccco1)C(=O)NCc1ccccc1Cl | 0.3 | -5 | -3 | 0 | -6 | . | 0 | 1.3 | 104 | -5
CCCCC(=O)Nc1ccc(NC(=O)c2cccnc2)cn1 | -1.9 | -4 | -3 | 9 | -3 | -3 | 0 | -6.5 | 105 | -4
CSc1ncc2[nH]c(C(O)c3ccccc3)nc2n1 (configuration not stated) | -0.1 | 2 | 0 | 12 | -4 | -2 | 1 | 2.0 | 122 | 1
CSCCC(NC(=O)c1ccco1)C(=O)N(C)CC(=O)Nc1ccccc1Br (configuration not stated) | -2.0 | -2 | 0 | 3 | -11 | 1 | -1 | 0.0 | 106 | 4
CCOC(=O)C1CCN(C(=O)C2CCN(S(=O)(=O)c3cccc4nsnc34)CC2)CC1 | -0.8 | -2 | -3 | 13 | -1 | . | 4 | -0.4 | 105 | -3
CCCCC(=O)Nc1cc(OC)c(NC(=S)NC)cc1OC | 0.4 | 1 | 4 | 14 | -1 | 0 | -1 | 0.6 | 102 | 3
CC1=C(C(N)=O)C(c2cccs2)n2nc(-c3cccc(Cl)c3)nc2N1 (configuration not stated) | . | 0 | . | 10 | -18 | -5 | -5 | 0.8 | . | -1
Cc1ccccc1OCC(=O)NNC(=O)C1CCN(c2ncnc3sc(C)c(C)c23)CC1 | -2.9 | 0 | 2 | 1 | -3 | 0 | -1 | -0.8 | 94 | 1
Cc1noc(C)c1CSCC(=O)OCc1nc2ccccc2c(=O)n1CC#N | -3.1 | 2 | 2 | -2 | -5 | . | 2 | -1.4 | 98 | -6
CC(C)CN(C(=O)COC(=O)C12CC3CC(CC(O)(C3)C1)C2)C1CCS(=O)(=O)C1 (configuration not stated) | -0.9 | -4 | -10 | 32 | 9 | . | 5 | -0.6 | . | 4
CN1C(=O)c2ccc(C(=O)Nc3cccnc3)cc2C1=O | -0.9 | -1 | -5 | -13 | -5 | -4 | -1 | 1.5 | 104 | -3
CCN1C(=O)[C@@H]2[C@@H](c3ccc(-c4ccc5c(c4)OCO5)cc3)N3CCCC[C@@]3(C(=O)OC)[C@@H]2C1=O | -2.8 | 1 | . | -8 | -5 | -1 | -1 | 0.4 | 101 | -2
CCC(=O)N1CCN=C1SCc1ccc(Cl)cc1 | . | -6 | 15 | 26 | 6 | -7 | -3 | 0.3 | 99 | 3
COc1ccc(/C=N/Nc2ccccc2C(=O)O)cc1 | 0.4 | -1 | 6 | 7 | -8 | -8 | 3 | -2.4 | 110 | -3
O=C1CCN(CCc2ccccc2)CCN1[C@H](COc1ccccc1)Cc1ccccc1 | -0.3 | -8 | . | 7 | 2 | -1 | 6 | -0.5 | 113 | -4

Additional results follow:
SMILES | CAL PDZ FP-1 | DAGLB inh | NSD2 inh | Arrestin-AP2 inh | RTF Ca sens inh | CAL PDZ FP-2 | V-ATPase pH | C-LANA FP | DSG3 Ab inh | Keap1-Nrf2 PPI
COc1ccc(NC(=O)C2CCC2)cc1S(=O)(=O)N1CCOCC1 | -2.1 | -1 | -2 | 6 | 2 | -4 | -2 | -0.1 | . | -2
COc1ccc(CNC(=O)COC(=O)CCC(=O)c2cccs2)cc1 | -0.1 | 1 | . | 1 | -3 | 3 | -2 | 0.7 | 92 | 3
COc1ccc(-c2c3c(nc4sc5c(=O)[nH]c(C)nc5c24)CCC3)cc1 | -5.5 | 1 | 0 | 0 | 1 | . | 7 | -0.3 | 108 | -4
O=C(CN1C(=O)/C(=C\c2ccccc2F)SC1=S)Nc1nc2ccccc2s1 | -0.5 | 0 | 2 | -17 | 7 | 0 | 3 | -1.0 | 100 | -11
CSc1nc2ccc(S(=O)(=O)NC3CCCCC3)cc2s1 | -0.6 | -6 | 1 | 15 | 1 | -3 | -4 | 4.1 | 104 | -4

Screening data deposited in PubChem by several laboratories.
